Source: PubChem BioAssay (several laboratories)
STAT1 blocker: STAT1 signaling inhibition. inhibition, % at 5.5 µM. hit rate 0.35% among 200,000. NIH 3T3 STAT1-luciferase reporter, IFN-gamma, luminescence;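 active = inhibition above a set limit, the mean inhibition across all tested compounds plus 3 SD, cut at about 34% in these data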;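 note: 0% = IFN-gamma with DMSO and 100% = IFN-gamma with 300 µM nifuroxazide; values of inactives mirror those of a sister screen read the other way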
S1P3 antagonist: S1P3 (human) receptor antagonism. hit rate 0.27% among 170,000. inhibition, % at 4.98 µM. Q99500. AID 485. CHO S1P3 NFAT-BLA reporter, FRET fluorescence, antagonist mode;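 active = inhibition above the plate cutoff, the mean inhibition of test wells on that plate plus 3 SD, cut at about 28% in these data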;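 note: cells challenged with S1P at its EC80 of 0.8 µM; blue over green emission ratio from cleaved BLA substrate after 4 h stimulation; 0% = S1P-stimulated wells and 100% = unstimulated DMSO-only wells; some compounds past the cut are filed as inactive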
Target sequence (Q99500 whole entry, looked up): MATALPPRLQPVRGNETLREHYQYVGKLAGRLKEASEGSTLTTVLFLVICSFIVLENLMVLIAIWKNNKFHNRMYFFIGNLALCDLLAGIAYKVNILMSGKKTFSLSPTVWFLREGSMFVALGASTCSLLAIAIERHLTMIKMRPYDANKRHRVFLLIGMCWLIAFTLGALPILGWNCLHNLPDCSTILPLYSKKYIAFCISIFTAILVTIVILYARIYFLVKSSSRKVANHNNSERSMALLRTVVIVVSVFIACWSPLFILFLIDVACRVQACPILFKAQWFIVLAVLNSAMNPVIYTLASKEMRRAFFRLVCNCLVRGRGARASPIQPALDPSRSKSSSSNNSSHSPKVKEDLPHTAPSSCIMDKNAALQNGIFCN
RAM network inh: yeast RAM network inhibition. S. cerevisiae dse1pr::URA3 reporter, 5-FOA growth OD615, 2 d; analog-sensitive cbk1-as2 kinase mutant strain. inhibition, % at 50 µM. hit rate 1.8% among 190,000;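 active = inhibition above a set limit, 3 SD over mean compound inhibition, cut at about 8.4% in these data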;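 note: 0% = DMSO-only wells with no growth and 100% = 10 µM 1-NA-PP1 full growth; inhibition rescues growth on 5-FOA so higher OD means more RAM inhibition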
TLR4-MyD88 BLA: TLR4-MyD88 interaction inhibition in cells. O00206+Q99836. HeLa CL3-4 TLR4/MyD88 BLA complementation, FRET ratio. inhibition, % at 8.4 µM. hit rate 0.18% among 200,000. AID 861; in the data active = inhibition above about 25%;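 note: 0% = vehicle and 100% = reference inhibitor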
STAT3 blocker: inhibitors of IL-6 induced STAT3 signaling; U3A cells, IL-6 STAT3-luciferase reporter, luminescence; host cell line lacks STAT1; inhibition, % at 5.5 µM; AID 862; hit rate 0.89% among 190,000;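 active = inhibition above the mean inhibition across all screened compounds plus 3 SD, cut at about 44% in these data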;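 note: 0% = DMSO only wells and 100% = 100 µM nifuroxazide control wells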
ROMK mod: human ROMK K+ channel modulation, primary screen; P48048; Tet-inducible ROMK, thallium flux fluorescence; actives lie on both sides; B-score at 10 µM; hit rate 2% among 130,000; AID 1918;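 active = signal ratio slope over the read window, or its plate-corrected B-score, at least 3 SD from the plate mean, either direction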;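 note: B-score of the F/F0 ratio slope over 7 to 12 s after thallium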
Target sequence (P48048 whole entry, looked up): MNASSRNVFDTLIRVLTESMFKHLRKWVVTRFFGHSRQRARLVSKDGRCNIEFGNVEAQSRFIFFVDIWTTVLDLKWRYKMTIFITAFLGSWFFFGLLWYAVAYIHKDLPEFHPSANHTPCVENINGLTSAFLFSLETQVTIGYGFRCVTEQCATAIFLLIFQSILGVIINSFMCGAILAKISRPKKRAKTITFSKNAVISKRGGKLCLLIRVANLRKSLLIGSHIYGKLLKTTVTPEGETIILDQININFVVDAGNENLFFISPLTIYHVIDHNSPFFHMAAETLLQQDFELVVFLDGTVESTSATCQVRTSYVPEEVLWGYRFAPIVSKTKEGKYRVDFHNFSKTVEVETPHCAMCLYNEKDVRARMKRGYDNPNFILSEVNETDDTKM
PPARg SRC-1 ag: promotes SRC-1 coactivator recruitment by human PPARgamma | PPARgamma-SRC-1 coactivator recruitment biochemical assay | activation, % at 8 µM | hit rate 0.41% among 200,000 | AID 631; in the data active = activation above about 19%;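 note: 0% = DMSO and 100% = reference agonist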
SRC2 TRFRET art: flags TR-FRET format artefacts in PPARgamma SRC-2 recruitment agonist screen | TR-FRET artefact counter-screen; active compounds read high | TR-FRET ratio at 8 µM | hit rate 0.4% among 200,000; in the data active = TR-FRET ratio above about 2000; note: inactives centre near 1500
PPARg SRC-3 ag: promotes SRC-3 coactivator recruitment by human PPARgamma. P37231. biochemical PPARgamma/SRC-3 coactivator recruitment assay. activation, % at 8 µM. hit rate 0.26% among 200,000. AID 731; in the data active = activation above about 23%;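 note: 0% = DMSO and 100% = reference agonist; some compounds past the cut are filed as inactive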
STAT3 act: increases IL-6 driven STAT3 reporter signal. U3A cells, IL-6 STAT3-luciferase reporter, luminescence; 100% = signal with IL-6 EC80 alone. activation (% of control), % at 5.6 µM. hit rate 0.91% among 190,000. AID 871;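 active = activation above the screen-wide mean of compound activation plus 3 SD, cut at about 130% in these data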;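 note: 0% = background luminescence of wells with medium and substrate only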
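Test system: human U3A cells carrying STAT3-luciferase construct; control set: IL-6-only wells as 100% reference; timing: compound pre-incubation 1 h before IL-6, then 6 h stimulation at 37 °C; also added: IL-6 stimulus at 33 ng/mL final; evaluation: % activation versus median of IL-6-stimulated wells; detection: reporter luminescence signal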
PPARg SRC-2 ag: agonists of SRC-2 recruitment by human PPARgamma; hit rate 0.34% among 200,000; activation, % at 8 µM; PPARgamma LBD-SRC-2 recruitment, biochemical; P37231; in the data active = activation above about 22%;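 note: 0% = vehicle and 100% = reference agonist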
* hit, by the source's call; . = not tested or not shown.

Every second line gives: STAT1 blocker | S1P3 antagonist | RAM network inh | TLR4-MyD88 BLA | STAT3 blocker | ROMK mod | PPARg SRC-1 ag | SRC2 TRFRET art | PPARg SRC-3 ag | STAT3 act | PPARg SRC-2 ag
(1) Cc1cc(NC(=O)c2ccc3nc(C)sc3c2)no1
 : 13 | 0 | 4.5 | -10 | 13 | 0.53 | 7 | 1534 | -14 | 93 | 2
(2) COc1ccccc1C(=O)N/C(=C\c1ccc(Br)cc1)C(=O)NCCC(=O)O
 : -14 | -5 | 2.9 | 4 | 4 | 0.006 | -2 | 1541 | 2 | 100 | 3
(3) O=C(COc1ccc(S(=O)(=O)Nc2ccccc2)cc1)NCc1cccnc1
 : 11 | -2 | 0.0 | -2 | -1 | . | -2 | 1493 | 7 | 98 | 4
(4) Cc1ccc(CCN2CC(C(=O)NCCN3CCOCC3)CC2=O)cc1 (stereo not drawn)
 : 8 | 9 | 0.8 | -11 | 6 | 0.16 | -1 | 1508 | 2 | 98 | 15
(5) CC(=O)NS(=O)(=O)c1ccc(NC(=S)NC(=O)C(C)C)cc1
 : 4 | . | 1.4 | -9 | -5 | 1.1 | 4 | 1604 | 2 | 102 | 7
(6) CCOC(=O)c1c(N2C(=O)CC(Sc3ccccc3C(=O)O)C2=O)sc2c1CCCC2 (stereo not drawn)
 : 4 | 8 | 6.4 | -12 | 10 | 1.5 | -5 | 1590 | 3 | 100 | 1
(7) O=C(Oc1ccc(OC(=O)c2ccco2)c(S(=O)(=O)c2ccc(Cl)cc2)c1)c1ccco1
 : -1 | -9 | 4.9 | 2 | 11 | -0.0036 | -1 | 1521 | 11 | 94 | 10
(8) O=C(COC(=O)c1nc(Cl)ccc1Cl)NCc1ccccc1
 : -2 | -15 | 1.8 | 11 | 2 | 0.44 | -1 | 1620 | 2 | 103 | -2
(9) COc1ccc(C(=O)OCN2C(=O)c3ccccc3C2=O)cc1
 : -2 | -18 | 0.5 | 8 | -6 | . | -1 | 1638 | 0 | 110 | -3
(10) Clc1ccccc1-c1nnc2sc(CCc3ccccc3)nn12
 : -3 | -25 | 0.9 | 0 | 1 | -1.5 | 6 | 1504 | 3 | 103 | 9
(11) Fc1ccccc1C1c2[nH]c3ccccc3c2CCN1CCCn1cccn1 (stereo not drawn)
 : -7 | 21 | 0.4 | 1 | -44 | -0.63 | 5 | 1467 | -2 | 144* | 4
(12) O=C(Cn1ncc(N2CCCC2)c(Cl)c1=O)c1ccc(Cl)cc1
 : -41 | 3 | -0.5 | -1 | 0 | -1.3 | -1 | 1654 | 3 | 110 | 6
(13) COc1ccc(-c2cc(-c3ccccc3)nc3ncnn23)cc1
 : 8 | -8 | -1.8 | 4 | 20 | 0.77 | -3 | 1582 | -1 | 86 | -4
(14) Cc1ccc(S(=O)(=O)N2CCC(C(=O)N/N=C/c3ccncc3)CC2)cc1
 : 0 | 6 | 0.1 | 16 | -14 | 0.005 | 4 | 1455 | -3 | 113 | 4
(15) O=C1CCN(C(=S)NCc2ccccc2)CC1
 : 0 | -5 | 0.6 | 6 | 4 | 0.022 | -1 | 1490 | -2 | 101 | 2
(16) COc1ccccc1NC(=S)NNC(=O)c1c(Cl)c(C)nn1C
 : -7 | . | 5.4 | -4 | 11 | -0.068 | 8 | 1558 | 0 | 96 | 8
(17) COC(=O)c1ccc(C(=O)OC)c(NC(=O)CN(C)Cc2ccc(Cl)c(Cl)c2)c1
 : 3 | -5 | 0.5 | 1 | -7 | . | 16 | 1633 | -1 | 101 | -1
(18) CN(C)S(=O)(=O)c1cccc(-c2cn3cc(Cl)ccc3n2)c1
 : -13 | . | 3.3 | 3 | -1 | -1.1 | -4 | 1384 | -1 | 98 | -11
(19) OC1(c2cccc(C(F)(F)F)c2)CCNCC1
 : 5 | 8 | 0.6 | -3 | 9 | -0.54 | 2 | 1579 | 2 | 95 | -1
(20) O=C(CCCc1nc(-c2ccccc2Cl)no1)N1CCOCC1
 : -2 | -7 | -0.9 | -11 | 5 | 0.45 | -7 | 1579 | 3 | 104 | -3
(21) Cc1ccc(C(=O)NC(=S)NCCN2CCOCC2)cc1
 : -11 | 9 | 1.6 | 12 | 0 | 1.2 | 0 | 1609 | 7 | 98 | 5
(22) O=C(O)/C=C/C(=O)N1CCN(S(=O)(=O)c2cc(C(F)(F)F)ccc2Cl)CC1
 : 4 | 7 | 2.3 | 4 | -3 | . | 2 | 1796 | 2 | 105 | 4
(23) COc1cccc(-n2c(SCC(=O)c3c[nH]c4ccccc34)nc3ccccc3c2=O)c1
 : 2 | 7 | 3.1 | -5 | 20 | -0.69 | 4 | 1562 | 1 | 85 | -2
(24) O=C(Cc1ccccc1)N/N=C/c1ccc2c(c1)OCO2
 : -22 | -12 | 4.4 | 9 | -13 | 0.97 | 2 | 1624 | 3 | 119 | -1
(25) CCc1nc(-n2[nH]c(=O)c3ccccc3c2=O)c2c3c(sc2n1)CCCC3
 : 4 | . | . | 8 | 11 | . | 10 | 1535 | 4 | 94 | 0
(26) Cc1cccc(N=C2NC(=O)/C(=C3/C(=O)N(C)c4ccccc43)S2)c1C
 : -2 | 17 | 2.2 | 8 | -4 | -0.78 | 4 | 1568 | 3 | 108 | 3
(27) CC(=O)NC1CC2CCCC(C1)N2CC(=O)NCc1ccc(F)cc1 (stereo not drawn)
 : -5 | . | 1.8 | 12 | -1 | 0.38 | -3 | 1343 | -4 | 101 | -4
(28) COc1ccc(N2CCCn3c2nc2c3c(=O)n(Cc3ccccc3F)c(=O)n2C)c(OC)c1
 : 15 | 3 | 4.9 | 9 | 12 | . | -7 | 1481 | -2 | 95 | 0
(29) COc1ccc(CN2CN=C(Nc3nc4ccccc4s3)NC2)cc1
 : 4 | . | -0.4 | -1 | -8 | . | 11 | 1588 | -2 | 107 | 0
(30) O=C(Nc1ccccc1)OCc1cc(-c2ccccc2Cl)on1
 : -29 | . | 3.0 | 8 | 19 | 0.12 | -2 | 1603 | 15 | 90 | 7

Remaining list, next part:
Key to letters – A = STAT1 blocker; B = S1P3 antagonist; C = RAM network inh; D = TLR4-MyD88 BLA; E = STAT3 blocker; F = ROMK mod; G = PPARg SRC-1 ag; H = SRC2 TRFRET art; I = PPARg SRC-3 ag; J = STAT3 act; K = PPARg SRC-2 ag
(31) CN(Cc1nc(-c2cnccn2)no1)C1CC(C)(C)NC(C)(C)C1
  A = -1; B = 0; C = 3.1; D = -1; E = -2; F = 0.13; G = -4; H = 1421; I = 0; J = 106; K = 6
(32) Cc1ccc(C)c(OCC(=O)Nc2nc3ccc([N+](=O)[O-])cc3s2)c1C
  A = 4; B = .; C = 1.2; D = 1; E = 14; F = .; G = 1; H = 1388; I = 6; J = 89; K = -3
(33) COc1ccc(/C=C2\SC(=S)N(Cc3cccnc3)C2=O)cc1C
  A = 3; B = 5; C = 5.7; D = 4; E = 5; F = -0.093; G = 2; H = 1535; I = 6; J = 99; K = 3
(34) CC(C)(C)c1ccc(C(=O)OCCNC(=O)c2c(Cl)nc3ccccn23)cc1
  A = 1; B = .; C = 4.2; D = -12; E = -8; F = .; G = 1; H = 1615; I = 8; J = 108; K = 5
(35) CC(O)CNCCCCOc1ccc(OCc2ccccc2)cc1 (stereo not drawn)
  A = -9; B = 6; C = 2.4; D = -16; E = 4; F = -0.022; G = 1; H = 1593; I = 0; J = 98; K = -6
(36) COc1cc(C)nc(N(C)S(=O)(=O)c2ccccc2Cl)n1
  A = 6; B = .; C = 1.5; D = 4; E = 15; F = -0.33; G = 4; H = 1663; I = -5; J = 90; K = 8
(37) O=C1OC(NC(=O)c2ccccc2)C(N2CCOCC2)=C1Cl (stereo not drawn)
  A = 4; B = 1; C = 1.3; D = -19; E = 6; F = -0.34; G = -1; H = 1542; I = -8; J = 101; K = 4
(38) CC(CCc1ccccc1)NC(=O)C1CCCN(C(=O)c2cc3sccc3n2C)C1 (stereo not drawn)
  A = 5; B = -1; C = 0.0; D = 11; E = 9; F = .; G = 2; H = 1603; I = 2; J = 97; K = 3
(39) CCNC(=O)/C(=C/c1ccco1)NC(=O)/C=C/c1ccccc1
  A = 6; B = .; C = 1.2; D = 8; E = -4; F = .; G = 2; H = 1581; I = 4; J = 104; K = 10
(40) CCOC(=O)Nc1sc(NS(=O)(=O)c2ccc(C)cc2)nc1C
  A = 9; B = .; C = -0.7; D = -2; E = 5; F = -0.47; G = 4; H = 1585; I = -2; J = 101; K = 7

A portion from the list above, for reference:
Key to letters – A = STAT1 blocker; B = S1P3 antagonist; C = RAM network inh; D = TLR4-MyD88 BLA; E = STAT3 blocker; F = ROMK mod; G = PPARg SRC-1 ag; H = SRC2 TRFRET art; I = PPARg SRC-3 ag; J = STAT3 act; K = PPARg SRC-2 ag
(29) COc1ccc(CN2CN=C(Nc3nc4ccccc4s3)NC2)cc1
  A = 4; B = .; C = -0.4; D = -1; E = -8; F = .; G = 11; H = 1588; I = -2; J = 107; K = 0
(30) O=C(Nc1ccccc1)OCc1cc(-c2ccccc2Cl)on1
  A = -29; B = .; C = 3.0; D = 8; E = 19; F = 0.12; G = -2; H = 1603; I = 15; J = 90; K = 7
(31) CN(Cc1nc(-c2cnccn2)no1)C1CC(C)(C)NC(C)(C)C1
  A = -1; B = 0; C = 3.1; D = -1; E = -2; F = 0.13; G = -4; H = 1421; I = 0; J = 106; K = 6
(32) Cc1ccc(C)c(OCC(=O)Nc2nc3ccc([N+](=O)[O-])cc3s2)c1C
  A = 4; B = .; C = 1.2; D = 1; E = 14; F = .; G = 1; H = 1388; I = 6; J = 89; K = -3
(33) COc1ccc(/C=C2\SC(=S)N(Cc3cccnc3)C2=O)cc1C
  A = 3; B = 5; C = 5.7; D = 4; E = 5; F = -0.093; G = 2; H = 1535; I = 6; J = 99; K = 3
(34) CC(C)(C)c1ccc(C(=O)OCCNC(=O)c2c(Cl)nc3ccccn23)cc1
  A = 1; B = .; C = 4.2; D = -12; E = -8; F = .; G = 1; H = 1615; I = 8; J = 108; K = 5
(35) CC(O)CNCCCCOc1ccc(OCc2ccccc2)cc1 (stereo not drawn)
  A = -9; B = 6; C = 2.4; D = -16; E = 4; F = -0.022; G = 1; H = 1593; I = 0; J = 98; K = -6
(36) COc1cc(C)nc(N(C)S(=O)(=O)c2ccccc2Cl)n1
  A = 6; B = .; C = 1.5; D = 4; E = 15; F = -0.33; G = 4; H = 1663; I = -5; J = 90; K = 8
(37) O=C1OC(NC(=O)c2ccccc2)C(N2CCOCC2)=C1Cl (stereo not drawn)
  A = 4; B = 1; C = 1.3; D = -19; E = 6; F = -0.34; G = -1; H = 1542; I = -8; J = 101; K = 4
